Compound activity as filed in PubChem BioAssay.
CAL PDZ FP-1 – blocks peptide binding to the human CAL PDZ domain | Q9HD26 | purified CAL PDZ, TMR-peptide fluorescence polarization, 1 h | inhibition, % at 24.9 µM | actives 0.92% (n = 300,000) | AID 602252;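 active means mean inhibition of at least 30% with at least half of replicates also reaching 30%; inconclusive means no clear call, values can overlap the other calls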;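 further: 0% = DMSO neutral control and 100% = excess unlabeled competitor peptide PRC23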
Tat transport – blocks Tat-dependent protein export in E. coli. E. coli MC4100 TorA-mCherry Tat export, fluorescence. inhibition, % at 10 µM. actives 0.036% (n = 340,000);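 active means mean replicate inhibition at least 50% and at least half of replicates individually reaching 50%; inconclusive means only one of the two criteria met; inactive means neither criterion met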;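 further: exported cargo escapes ClpAP degradation while cytoplasmic cargo is degraded and loses fluorescence; 0% = median of neutral control wells and 100% = median of NaSCN control wells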
SR-BI uptake up – activators of SR-BI mediated HDL lipid uptake | CHO ldlA[mSR-BI] cells, DiI-HDL uptake fluorescence, 3 h; 100 = double the neutral-control signal | activation, % at 12.5 µM | actives 0.096% (n = 320,000) | AID 504775;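 active means mean replicate activation of at least 60% and every replicate at or above 60%; inconclusive means mean or all-replicate condition met, but not both; inactive means mean below 60% and not all replicates reaching 60%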;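 further: 0% = median plate neutral-control signal and 100% = twice that signal; values of inactives mirror those of a sister screen read the other way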
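System: LDL receptor-deficient CHO ldlA cells overexpressing murine SR-BI | Timing: 3 h uptake period with compound, 37 °C | Medium: HEPES-buffered (25 mM, pH 7.4) F12 plus 0.5% BSA | Dosing: Single-point compound dose | Signal: Bottom-read fluorescence, 550/595 nm | Read-out: Retained DiI signal reflecting DiI-HDL uptake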
phage Ecoli inh – E. coli growth loss with phage present | growth absorbance | inhibition, % at 11.9 µM | actives 0.26% (n = 360,000); in the data active means inhibition above about 11%
CAL PDZ FP-2 – inhibitors of human CAL PDZ peptide binding; purified CAL PDZ, TMR-peptide fluorescence polarization, 1 h; inhibition, % at 20 µM; actives 0.02% (n = 330,000); AID 504414;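 active means highest replicate inhibition of at least 40%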;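 further: plate controls were DMSO neutral control wells for no effect and unlabeled competitor peptide control wells for full effect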
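Material – purified CerCALP PDZ construct · Detection – FP readout, S and P plane fluorescence · Measure – percent inhibition from loss of millipolarization · Controls – unlabelled peptide for full inhibition, DMSO wells as neutral · Probe or stimulus – TMR-labelled reporter peptide T*-PRC34 bound in PDZ groove · Times – 1 h at RT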
AddAB inh – less growth of phage-infected E. coli with AddAB | E. coli expressing H. pylori AddAB, absorbance growth | inhibition, % at 11.9 µM | actives 0.29% (n = 330,000) | AID 435030; in the data active means inhibition above about 12%;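 further: 0% = vehicle wells of infected cells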
MITF act – activators of MITF-driven TRPM1 promoter activity in SK-MEL-5 cells; SK-MEL-5 TRPM1-promoter luciferase, 24 h; % of positive control, neutral wells = 0; AID 588334; activation, % at 12.5 µM; actives 0.75% (n = 300,000);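 active means mean activation of at least 80% with every replicate also reaching 80%; inconclusive means mean reaches 80% but some replicate falls short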;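 further: 0% = neutral control wells and 100% = parthenolide positive control wells; values of inactives mirror those of a sister screen read the other way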
SR-BI DiI inh – inhibitors of mouse SR-BI mediated HDL lipid uptake; Q61009; ldlA[mSR-BI] CHO cells, DiI-HDL uptake fluorescence, 3 h; inhibition, % at 12.5 µM; actives 0.96% (n = 320,000); AID 488896;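 active means mean replicate inhibition of at least 70% and a set share of replicates each scoring 70 or more; inconclusive means meets just one of the two criteria; inactive means fails both criteria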;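 further: 0% = median of neutral control wells and 100% = median of positive control wells; values of inactives mirror those of a sister screen read the other way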
Target sequence (Q61009 whole entry, looked up): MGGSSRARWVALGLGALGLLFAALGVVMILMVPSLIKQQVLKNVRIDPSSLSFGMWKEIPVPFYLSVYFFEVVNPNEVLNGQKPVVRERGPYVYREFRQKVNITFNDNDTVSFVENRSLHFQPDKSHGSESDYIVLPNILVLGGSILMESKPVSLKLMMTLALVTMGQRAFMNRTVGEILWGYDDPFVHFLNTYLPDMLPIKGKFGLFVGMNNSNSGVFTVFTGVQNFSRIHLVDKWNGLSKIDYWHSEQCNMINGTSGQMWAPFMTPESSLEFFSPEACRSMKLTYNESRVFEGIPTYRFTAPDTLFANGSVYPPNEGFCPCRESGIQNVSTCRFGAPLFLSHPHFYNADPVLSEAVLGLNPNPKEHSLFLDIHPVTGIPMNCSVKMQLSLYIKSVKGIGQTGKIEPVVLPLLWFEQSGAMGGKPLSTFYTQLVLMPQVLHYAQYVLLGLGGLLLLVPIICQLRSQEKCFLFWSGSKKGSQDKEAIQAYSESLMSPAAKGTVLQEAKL
Ecoli viability – bacterial growth inhibition, counter-screen for AddAB inhibitors; E. coli V3065 growth, OD600 absorbance, 18 h; inhibition, % at 11.9 µM; actives 0.27% (n = 330,000);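 active means inhibition above the campaign's mean inhibition across all tested compounds plus 3 SD, cut at about 9.9% in these data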;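 further: uninfected addAB+ strain grown without phage in ampicillin broth; 0% = DMSO wells and 100% = ciprofloxacin 0.95 µg/ml wells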
Wnt act – Wnt/beta-catenin pathway activation | AID 743398 | actives 1.2% (n = 300,000) | Wnt/beta-catenin reporter cell assay, activator, plate reader | activation, % at 9.35 µM; in the data active means activation above about 30%, passing the limit was not always enough; inconclusive means no clear call, values can overlap the other calls;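 further: 0% = neutral control wells and 100% = positive control wells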
* marks the source's active call; other numbers are inactive results; u = inconclusive; x = no result given. No enrichment for hits; any-hit rate near 3.6%.

mol	CAL PDZ FP-1	Tat transport	SR-BI uptake up	phage Ecoli inh	CAL PDZ FP-2	AddAB inh	MITF act	SR-BI DiI inh	Ecoli viability	Wnt act
COc1ccc(CN2C(=O)NC3(CCCCCC3)C2=O)cc1F	-1	-2	x	0.0	-0.5	0.7	4	x	0.5	-1
Cc1cccc(CNc2ccc(C(CC(N)=O)NC(=O)c3cccc(Br)c3)cc2[N+](=O)[O-])c1 (centres undefined)	-1	6	8	0.1	-0.6	-3.0	11	-8	0.1	-3
COc1ccc(Cl)cc1NC(=O)c1ccco1	-2	5	-5	2.5	-1.6	2.2	-19	5	0.2	x
COCc1ccc(C(=O)N2CCCC(C(=O)c3cc(F)ccc3F)C2)s1 (centres undefined)	0	-2	-24	2.6	-0.1	-0.1	6	24	-1.3	-5
Cc1cc(/C=C2\C(=N)N3N=C(c4ccco4)SC3=NC2=O)c(C)n1Cc1ccccc1	-3	4	-2	-1.1	-1.0	5.0	x	2	1.0	-2
CCOC(=O)c1[nH]cnc1C(=O)Nc1ccc(Cl)cc1	-5	-2	-7	1.5	-8.4	-1.6	10	7	0.8	-1
Cc1ccc(C(=O)NNC(=O)c2ccc3c(c2)OCCO3)cc1	-8	1	9	3.2	-1.2	1.8	109*	-9	0.5	44*
CC1CCCCC12NC(=O)N(CC(=O)Nc1ccccc1N1CCOCC1)C2=O (centres undefined)	3	-9	9	0.2	-3.3	-1.9	-3	-9	-1.2	-1
CCOC(=O)c1c(-c2cccs2)csc1NC(=O)CN1CC(C)OC(C)C1 (centres undefined)	1	7	-10	0.7	-1.1	0.2	9	10	-0.8	x
CN(C(=O)C1CCC(=O)N(Cc2cccc(F)c2)C1)C1CCCCC1 (centres undefined)	4	-5	0	2.3	-2.2	2.5	98*	0	-3.2	44*
O=C1NCCOC(=O)[C@@H](Cc2ccc(F)cc2)C/C=C\C[C@@H]1CC(=O)N(CCO)Cc1ccccc1	-4	-54	9	1.6	-0.6	-1.8	-12	-9	-1.3	-2
Clc1ccccc1Sc1ccc(-c2ccccn2)s1	x	x	x	3.1	x	5.7	x	x	-1.5	14
COc1cc(/C=C/C(=O)OCC(=O)N(C)Cc2ccccc2)ccc1O	9	5	-18	1.2	-1.3	0.9	-1	18	0.1	-3
Cc1noc(C)c1NC(=O)Nc1ccc2c(c1)C(=O)N([C@H](C)CO)C[C@H](C)[C@@H](CN(C)C(=O)NC(C)C)O2	1	1	-8	2.0	1.0	2.1	-5	8	-1.5	-2
Cc1ccc(C(=O)COC(=O)C2CCC2)cc1	-4	-11	-10	x	-0.7	0.2	11	10	-0.9	x

More records:
mol	CAL PDZ FP-1	Tat transport	SR-BI uptake up	phage Ecoli inh	CAL PDZ FP-2	AddAB inh	MITF act	SR-BI DiI inh	Ecoli viability	Wnt act
CCOc1ccc2c(c1)c(=O)c(S(=O)(=O)c1ccc(CC)cc1)cn2C	-1	-1	-9	2.9	0.3	1.6	9	9	-1.6	-3
O=C(c1cccnc1)C1CCCN(Cc2nc(Cc3ccccc3)no2)C1 (centres undefined)	-1	u	6	3.0	1.3	0.0	3	-6	2.1	-3
O=C(COC(=O)CCCSc1nc2ccccc2[nH]1)Nc1cccc(F)c1	x	25	25	3.4	-0.8	1.1	-15	-25	-0.4	-1
Cc1nc2ccccc2c(=O)n1NC(=O)/C=C/c1ccccc1Cl	-1	-7	-20	3.6	-3.1	4.0	-16	20	-0.6	-4
CC1CC2=C(C(=O)O1)C(C)Nc1ccccc1N2 (centres undefined)	1	-1	24	2.7	-4.2	-1.0	-7	-24	0.0	-2
Cc1ccc(-c2nnn(CC(=O)N(Cc3ccc(F)cc3)C(C(=O)NC3CCCC3)c3ccncc3)n2)o1 (centres undefined)	6	-2	0	-0.5	-2.1	2.5	-3	0	-1.2	x
Cc1cc(C)cc(N2CCCn3c2nc2c3c(=O)n(CCN3CCOCC3)c(=O)n2C)c1	10	-3	-5	1.3	0.9	-0.7	-35	5	-2.9	x
O=C(CN1C(=O)S/C(=C\c2ccc(-c3cc(C(=O)O)ccc3Cl)o2)C1=O)Nc1ccc2c(c1)OCO2	-2	0	8	0.4	-5.1	x	7	-8	x	0
O=C(Nc1ccccc1C(=O)NC(Cc1c[nH]c2ccccc12)C(=O)O)c1ccco1 (centres undefined)	-5	-5	15	2.3	-0.9	3.8	-1	-15	-1.5	x
CC(C)(C)OC(=O)N1CC(O)CC1C(=O)OCC(=O)c1ccccc1 (centres undefined)	-1	3	12	1.5	-2.5	0.9	x	-12	1.0	-5
CN(Cc1ccc(CNC[C@H]2O[C@@H](n3cnc4c(N)ncnc43)[C@H](O)[C@@H]2O)o1)S(C)(=O)=O	-4	15	-12	3.1	1.5	3.4	6	12	-1.6	-1
Nn1c(SCC(=O)Nc2ccc(N3CCOCC3)cc2)nnc1C1CC1	-4	0	5	-1.7	-0.5	-0.8	6	-5	0.5	1
Cc1c(C(=O)OCCOC(C)C)[nH]c2c1C(=O)CC(c1ccco1)C2 (centres undefined)	x	3	-89	x	-1.7	2.7	x	89*	2.6	x
O=C1/C(=C/c2cccnc2)SC(=S)N1C1CCS(=O)(=O)C1 (centres undefined)	-3	1	13	1.6	-1.3	0.5	-23	-13	1.0	x
Cc1[nH]n(-c2ccccc2)c(=O)c1C=Nc1cccc2cccnc12	2	-7	-24	2.7	-0.7	0.5	-43	24	-0.6	x

Next section.
mol	CAL PDZ FP-1	Tat transport	SR-BI uptake up	phage Ecoli inh	CAL PDZ FP-2	AddAB inh	MITF act	SR-BI DiI inh	Ecoli viability	Wnt act
C[C@@H]1COC(=O)[C@@H](CC(=O)OC(C)(C)C)C/C=C\C[C@@H](CC(=O)N[C@@H](CO)Cc2ccccc2)C(=O)N1	-1	-44	-3	2.5	0.6	1.6	-12	3	1.9	-1
COc1ccnc2c1c(=O)n(Cc1ccc(F)cc1)c(=O)n2C	x	-3	17	1.3	-1.6	0.0	1	-17	-0.8	-1
O=C(C[C@H]1C/C=C\C[C@@H](Cc2ccc(F)cc2)C(=O)OC[C@H]2CCCN2C1=O)NCCO	-3	-2	41	3.4	-0.5	-0.4	0	-41	0.7	-2
CC(C)(C)NC(=O)CN(Cc1cccs1)C(=O)c1csnn1	-2	-1	43	1.2	-1.9	3.8	x	-43	-0.6	x
CC(NC(=O)c1ccco1)C(=O)OCc1cccc(C(F)(F)F)c1 (centres undefined)	-1	9	9	1.6	0.1	-0.7	-4	-9	-1.3	5
Cc1c(NC(=O)COc2ccc3ccc(=O)oc3c2)c(=O)n(-c2ccccc2)n1C	-2	-5	15	3.4	-3.3	-0.8	3	-15	1.3	1
CSc1ccccc1NC(=O)CN(Cc1ccc(Cl)cc1)S(C)(=O)=O	-3	7	-19	3.5	0.3	0.5	13	19	2.4	x
COc1ccc(N2CCN(C(C)=C3C(=O)c4ccccc4C3=O)CC2)cc1	-4	-3	23	4.2	-1.6	3.6	2	-23	-1.4	19
CCCCOc1ccc(/C=C/C(=O)OCC(=O)c2c(N)n(C)c(=O)n(C)c2=O)cc1OCC	-2	0	-15	2.4	-2.1	1.4	-1	15	-0.8	-1
O=S(=O)(Cc1ccccc1)N1CCC(N2CCN(c3ccccc3)CC2)CC1	-2	-3	-31	1.4	-1.3	-0.7	3	31	1.1	2
O=C(COC(=O)c1ccccc1SCC(=O)N1CCCC1)NCc1ccccc1	-6	0	6	0.1	-2.7	-2.2	9	-6	-0.5	-1
CC1(c2ccccc2)NC(=O)N(N)C1=O (centres undefined)	-4	3	2	4.5	0.1	2.2	-4	-2	1.6	-1
CS(=O)(=O)N(Cc1ccccc1)c1ccc(C(=O)Nc2ccc(C(N)=O)cc2)cc1	-3	-9	-26	-0.9	-0.8	0.5	x	26	-2.3	15
C=CCn1c(CCNC(=O)c2ccccc2F)nnc1SCC(=O)Nc1nc2ccccc2s1	0	3	-17	3.6	-0.9	3.4	0	17	2.5	6
CC(C)c1ccc(N(C(=O)CNC(=O)c2ccco2)C(C(=O)NC2CCCC2)c2cccnc2)cc1 (centres undefined)	x	-5	x	1.8	-0.7	1.0	-11	x	-1.6	-3

Next part:
mol	CAL PDZ FP-1	Tat transport	SR-BI uptake up	phage Ecoli inh	CAL PDZ FP-2	AddAB inh	MITF act	SR-BI DiI inh	Ecoli viability	Wnt act
CCOc1cc2c(cc1OCC)C(c1ccc(F)cc1)NCC2 (centres undefined)	x	-5	0	1.5	-0.2	1.8	-2	0	1.7	-19
Cc1nc(C)n(CC(=O)N2CCCC(C(=O)c3ccc(Cl)cc3C)C2)n1 (centres undefined)	-3	7	30	1.4	2.6	-2.2	9	-30	-0.7	-1
Cc1ccc(-c2cc(C(=O)Nc3sc4c(c3C(=O)NCc3ccco3)CCC4)[nH]n2)c(O)c1	-3	4	-83	2.5	-2.6	0.9	5	83*	0.8	-7
COc1ccc(S(=O)(=O)NCC2CCCN(C(=O)c3ccccc3)C2)cc1 (centres undefined)	-4	1	x	5.0	-3.3	-0.3	6	x	-3.7	-2
CCN(Cc1ccccc1)C(=O)C1CCN(C(=O)Nc2ccccc2)CC1	5	-1	18	1.9	-1.2	1.9	-9	-18	0.8	-2
O=C(CN1CCOCCOCCOCC1)Nc1ccccc1	8	0	21	1.4	-1.0	2.7	-5	-21	0.7	1
O=C(NCc1ccco1)C1CCN(C(=O)c2cc3sccc3n2Cc2ccc(F)cc2)CC1	-2	9	6	4.2	-3.0	-0.1	-1	-6	-2.3	-2
